FN deposition inh: fibronectin deposition inhibition; hit rate 0.086% among 350,000; AH1F fibroblasts, Alexa488-fibronectin deposition fluorescence, overnight; inhibition, % at 12.6 µM;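 active means mean inhibition across replicates of 30% or more, regardless of how many single replicates reach that level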;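 further: positive control wells lacked labelled fibronectin entirely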
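Material – AH1F fibroblast monolayer, labelled fibronectin deposition · Reagent – labelled fibronectin 24 nM · Timing – 1 h adhesion, overnight exposure · Measured by – fluorescence at 485 nm excitation, 525 nm emission · Read-out – inhibition of fibronectin deposition signal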
RAD54 branch: inhibitors of human RAD54 branch migration; RAD54 Holliday junction branch migration, FAM/BHQ fluorescence; inhibition, % at 10.4 µM; hit rate 0.14% among 360,000;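 active means mean normalized replicate activity at least 40 and at least half of replicates scoring 40 or more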;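 further: 0% = median of neutral control wells and 100% = median of positive control wells; inhibitors cause a drop in the FAM fluorescence signal; in these data hits start at about 50%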
esBAF inh: inhibitors of esBAF chromatin remodeling in mouse ES cells; Bmi1-luciferase knock-in reporter, 24 h; 100% = twice the neutral-well signal; reporter increase, % at 12.5 µM; hit rate 2% among 350,000; in the data active means activation above about 40%;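 further: 0% = median of the plate's neutral control wells and 100% = double that signal; a rise in the Bmi1 reporter signal indicates esBAF inhibition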
S100A4 inh HTS: S100A4-myosin IIA interaction inhibition. P26447. S100A4/TAMRA-MyoIIA peptide fluorescence polarization. inhibition, % at 10.7 µM. hit rate 0.14% among 360,000;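 active means mean inhibition of at least 70% across replicates, with every replicate also reaching that level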
Target sequence (P26447 whole entry, looked up): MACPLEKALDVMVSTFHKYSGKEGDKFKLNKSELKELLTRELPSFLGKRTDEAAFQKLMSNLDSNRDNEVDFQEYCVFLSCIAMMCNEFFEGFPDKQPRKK
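Compound dosing: one dose per compound; test system: human S100A4 monomer with TAMRA-labelled myosin IIA peptide; probe or stimulus: TAMRA-labelled myosin IIA heavy-chain peptide probe, 5 nM; medium: HEPES buffer with Ca2+, pH 7.2; schedule: 5 min incubation before reading; benchmarks: neutral control DMSO, positive control TFP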
RAD52 inh: inhibitors of human RAD52 DNA annealing. P43351. recombinant RAD52 DNA annealing, FRET fluorescence. inhibition, % at 18.7 µM. hit rate 0.46% among 360,000;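 active means every replicate showing at least 50% inhibition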
E-sel inducer: induces E-selectin expression in human endothelial cells. activation, % at 7.58 µM. hit rate 0.37% among 260,000. HUVEC E-selectin immunofluorescence imaging; normalized: neutral wells 0, TNF-alpha wells 100;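 active means mean E-selectin-positive cell signal at least 10% of the positive control, reached in at least 60% of replicates, without over 20% cell loss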;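 further: in these data hits start at about 27%; measured in HUVEC primary endothelial cells; signal is the percent of cells scored E-selectin positive by PE staining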
Target sequence (P16581 whole entry, looked up): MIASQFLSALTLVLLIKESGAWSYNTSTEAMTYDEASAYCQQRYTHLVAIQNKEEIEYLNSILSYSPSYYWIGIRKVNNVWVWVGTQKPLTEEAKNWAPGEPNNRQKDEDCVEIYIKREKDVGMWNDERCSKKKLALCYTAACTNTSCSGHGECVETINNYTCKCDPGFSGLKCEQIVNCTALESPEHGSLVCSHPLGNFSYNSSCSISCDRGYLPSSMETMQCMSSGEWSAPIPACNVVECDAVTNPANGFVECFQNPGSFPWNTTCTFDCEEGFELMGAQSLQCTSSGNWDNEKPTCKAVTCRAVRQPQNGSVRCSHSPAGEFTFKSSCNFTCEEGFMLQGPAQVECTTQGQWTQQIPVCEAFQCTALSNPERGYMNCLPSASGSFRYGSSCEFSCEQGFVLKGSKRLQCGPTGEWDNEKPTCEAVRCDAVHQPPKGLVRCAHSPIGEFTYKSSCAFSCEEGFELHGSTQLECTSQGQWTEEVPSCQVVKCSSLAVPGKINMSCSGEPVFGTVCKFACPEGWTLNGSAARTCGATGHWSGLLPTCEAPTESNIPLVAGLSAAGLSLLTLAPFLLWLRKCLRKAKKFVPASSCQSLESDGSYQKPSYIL
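material = human umbilical vein endothelial cells (HUVEC), E-selectin induction | quantity = 3,000 cells/well | medium = EGM-2 growth medium on 0.1% gelatin-coated wells | technique = immunofluorescence imaging | read-out basis = % PE-positive cells | control set = TNF-alpha positive control, DMSO neutral control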
EWS-Fli inh: inhibitors of EWS/Fli oncoprotein transcriptional activity. A673 NR0B1-luciferase reporter, viability-normalised. inhibition, % at 12.6 µM. hit rate 0.67% among 350,000;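 active means mean inhibition of at least 50% after viability correction, with every replicate also passing that limit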;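 further: firefly luciferase signal divided by Alamar Blue viability fluorescence both relative to DMSO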
XiGFP reactiv: activators of X-chromosome reactivation in mouse fibroblasts | XiGFP mouse fibroblasts, % GFP-positive cells imaging, 3 d; cells co-treated with 5-aza-dC sensitizer; scaled so ellipticine positive control = 100% | activation, % at 7.58 µM | hit rate 0.055% among 360,000;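 active means mean normalized replicate activation at least 10% and every replicate at or above 10%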;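 further: 0% = median of on-plate neutral control wells and 100% = ellipticine 6 µM median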
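System: SV40-immortalized XiGFP fibroblast cells, line 68-5-11 / Incubation: 3-day compound exposure, then 15 min fixation at room temperature / Compound: single concentration per compound, delivered by pin transfer / Buffer or medium: DMEM plus 5-aza-dC sensitizer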
The depositor's hits bear a star. This is a random part of the collection (roughly 3% active in at least one column).

For COc1ccc(-c2n[nH]c(=S)n2-c2ccc3c(c2)OCCO3)cc1OC the results were FN deposition inh 5, S100A4 inh HTS 3, RAD52 inh -6, EWS-Fli inh -36 and XiGFP reactiv 0.0.
Screening O=C(COC(=O)c1ccc2c(=O)n3c(nc2c1)CCC3)Nc1ccc(OC(F)F)cc1 returned FN deposition inh 4, S100A4 inh HTS -5, RAD52 inh -5, EWS-Fli inh 5 and XiGFP reactiv 0.0.
CCC(=O)N1[C@H](C(=O)NCC2CC2)[C@@H](CO)[C@@H]2Cn3c(cccc3=O)[C@@H]21 was read as RAD54 branch -8, esBAF inh 6, S100A4 inh HTS 13, RAD52 inh -6, E-sel inducer -0.4, EWS-Fli inh -1 and XiGFP reactiv 0.0.
For COCC#Cc1cnc2c(c1)C(=O)N([C@H](C)CO)C[C@@H](C)[C@@H](CN(C)C(=O)Cc1ccncc1)O2 the results were FN deposition inh -5, RAD54 branch 3, esBAF inh 2, S100A4 inh HTS -2, RAD52 inh -24, E-sel inducer -0.3, EWS-Fli inh 0 and XiGFP reactiv 0.2.
For Fc1cccc(NC(=S)N2CCCC2)c1 the results were S100A4 inh HTS 0, RAD52 inh -17, EWS-Fli inh 9 and XiGFP reactiv 0.1.
O=C(NCC[C@H]1CC[C@H](NC(=O)C2CCCCC2)[C@@H](CO)O1)c1cc(Cl)cc(Cl)c1 was read as FN deposition inh 3, RAD54 branch -10, esBAF inh 7, S100A4 inh HTS -7, RAD52 inh -8, E-sel inducer 0.0, EWS-Fli inh 0 and XiGFP reactiv -0.6.
For COc1ccc(Cc2nnc(N/N=C/c3ccc(N(C)C)cc3)[nH]c2=O)cc1OC the results were FN deposition inh 6, esBAF inh 1, S100A4 inh HTS -1, RAD52 inh -10, E-sel inducer 6.5, EWS-Fli inh 0 and XiGFP reactiv -0.4.
COCC#Cc1ccc2c(c1)O[C@H](CN(C)C(=O)COC)[C@@H](C)CN([C@@H](C)CO)S2(=O)=O was read as RAD54 branch -2, esBAF inh -2, S100A4 inh HTS 7, RAD52 inh -9, E-sel inducer 0.2, EWS-Fli inh -6 and XiGFP reactiv -0.6.
O=C(c1ccco1)N1CCN(Cc2ccccc2F)CC1 was read as FN deposition inh -9, RAD54 branch 3, esBAF inh 8, S100A4 inh HTS 2, RAD52 inh -3, EWS-Fli inh -13 and XiGFP reactiv 0.0.
Screening COc1ccc(NC(=O)Cn2cnc3ccccc3c2=O)cc1OC returned FN deposition inh -7, S100A4 inh HTS 3, RAD52 inh -8, EWS-Fli inh 4 and XiGFP reactiv 0.2.
`CC1CCN(S(=O)(=O)c2ccc(NC(=O)CN3C(=O)NC(C)(c4ccccc4)C3=O)cc2)CC1` (stereo not given) gave FN deposition inh -6, RAD54 branch 9, esBAF inh -2, S100A4 inh HTS 0, RAD52 inh -22, E-sel inducer 1.1, EWS-Fli inh 6 and XiGFP reactiv 0.0.
Screening Cc1ccc2oc(-c3ccco3)cc(=O)c2c1 returned S100A4 inh HTS -8, RAD52 inh -7, EWS-Fli inh -81 and XiGFP reactiv 0.0.
`CO[C@@H]1CN(C)C(=O)c2cc(NC(C)=O)ccc2OC[C@@H](C)N(C(=O)Cc2ccccn2)C[C@H]1C` gave FN deposition inh -1, RAD54 branch -2, esBAF inh -1, S100A4 inh HTS 7, RAD52 inh 16, E-sel inducer 0.2, EWS-Fli inh 1 and XiGFP reactiv -0.1.
Screening CC(C)(C)c1ccc(C(=O)O/N=C(\N)Cc2cccs2)cc1 returned FN deposition inh -3, RAD54 branch 14, esBAF inh -6, S100A4 inh HTS 1, RAD52 inh -7, E-sel inducer 0.0, EWS-Fli inh -65 and XiGFP reactiv 0.1.
O=C(c1cc2cc(Cl)ccc2oc1=O)N1CCCCCCC1 was read as FN deposition inh 2, RAD54 branch -5, esBAF inh -13, S100A4 inh HTS -18, RAD52 inh -13, E-sel inducer 0.5, EWS-Fli inh 1 and XiGFP reactiv 0.1.
Screening Cc1oc(-c2cccc(F)c2)nc1CN1CCCN(C(=O)c2ccco2)CC1 returned FN deposition inh 3, RAD54 branch -10, esBAF inh 3, S100A4 inh HTS -11, RAD52 inh -15 and XiGFP reactiv 0.0.
Screening C[C@@H]1CCCCO[C@@H](CN(C)C)[C@@H](C)CN([C@@H](C)CO)C(=O)c2cc(NC(=O)C3CCCCC3)ccc2O1 returned RAD54 branch 2, esBAF inh -5, S100A4 inh HTS 10, RAD52 inh -27, E-sel inducer -0.1, EWS-Fli inh -10 and XiGFP reactiv 0.0.
For Cc1cc(C)c(-n2c(SCc3nc4ccccc4s3)n[nH]c2=O)c(C)c1 the results were FN deposition inh -14, S100A4 inh HTS -2, RAD52 inh -17, EWS-Fli inh 20 and XiGFP reactiv -0.1.
For COc1ccc(S(=O)(=O)Nc2ccc3c(c2)C(=O)N([C@H](C)CO)C[C@@H](C)[C@H](CN(C)C(=O)Nc2ccccc2)OCCCC[C@@H](C)O3)cc1 the results were FN deposition inh -3, RAD54 branch -1, esBAF inh 4, E-sel inducer -0.4, EWS-Fli inh 1 and XiGFP reactiv 0.6.
For COc1ccc(CN2CCN(C3CCOCC3)CC2CCO)c(C)c1C (stereo not given) the results were RAD54 branch 10, esBAF inh -2, S100A4 inh HTS 3, RAD52 inh -5, EWS-Fli inh 5 and XiGFP reactiv 0.0.

Grouped by structure: the entries above with a furan ring, fused or not.
O=C(c1ccco1)N1CCN(Cc2ccccc2F)CC1 was read as FN deposition inh -9, RAD54 branch 3, esBAF inh 8, S100A4 inh HTS 2, RAD52 inh -3, EWS-Fli inh -13 and XiGFP reactiv 0.0.
Screening Cc1ccc2oc(-c3ccco3)cc(=O)c2c1 returned S100A4 inh HTS -8, RAD52 inh -7, EWS-Fli inh -81 and XiGFP reactiv 0.0.
Screening Cc1oc(-c2cccc(F)c2)nc1CN1CCCN(C(=O)c2ccco2)CC1 returned FN deposition inh 3, RAD54 branch -10, esBAF inh 3, S100A4 inh HTS -11, RAD52 inh -15 and XiGFP reactiv 0.0.

Going on with the list.
For CN1CCN(CCCNC(=O)c2ccc(/C=C3\Sc4ccccc4N(Cc4ccc(F)cc4)C3=O)cc2)CC1 the results were FN deposition inh 5, RAD54 branch 7, esBAF inh -4, S100A4 inh HTS 2, RAD52 inh 92*, E-sel inducer 13, EWS-Fli inh 23 and XiGFP reactiv 0.0.
`O=C(NCC1CCCN1S(=O)(=O)c1cccs1)C(=O)Nc1ccccc1F` (stereo not given) gave FN deposition inh 0, RAD54 branch 4, esBAF inh 25, S100A4 inh HTS -1, RAD52 inh -27, E-sel inducer 0.3, EWS-Fli inh -18 and XiGFP reactiv -0.1.
CC(C)NC(=O)C1(C)CN(S(C)(=O)=O)CC(=O)N1Cc1cccc(F)c1 (stereo not given) was read as FN deposition inh 0, S100A4 inh HTS -3, RAD52 inh -9, E-sel inducer 0.2, EWS-Fli inh 5 and XiGFP reactiv 0.1.
O=C(CSc1ccccc1)N1CCN(C(=O)c2ccco2)CC1 was read as FN deposition inh -2, S100A4 inh HTS 2, RAD52 inh -6, E-sel inducer -0.1, EWS-Fli inh -2 and XiGFP reactiv -0.1.
`O=C(Nn1cnnc1)c1ccc(Cl)c([N+](=O)[O-])c1` gave FN deposition inh 5, RAD54 branch -2, esBAF inh 3, S100A4 inh HTS -3, RAD52 inh -12, E-sel inducer 2.8, EWS-Fli inh 3 and XiGFP reactiv 0.0.
Screening O=C(Nc1ccc(Cl)cc1N1CCOCC1)C1CCCO1 (stereo not given) returned FN deposition inh 12, RAD54 branch 16, S100A4 inh HTS -2, RAD52 inh -7, E-sel inducer -0.5 and XiGFP reactiv -0.1.
CCCn1nc(NC(=O)C2CCCO2)c2cc3cccc(C)c3nc21 (stereo not given) was read as FN deposition inh -5, RAD54 branch 1, S100A4 inh HTS -5, RAD52 inh -32, E-sel inducer 0.8, EWS-Fli inh -1 and XiGFP reactiv -0.1.
COc1ccc(N2CC(C(=O)N[C@@H](CC(C)C)C(=O)NC3CCCCC3)CC2=O)cc1 (stereo not given in full) was read as FN deposition inh 3, S100A4 inh HTS -7, RAD52 inh -6, E-sel inducer -0.1 and XiGFP reactiv 0.0.
Screening O=C(C(Cl)Cl)N1CC2CCC(CC2)C1 returned FN deposition inh -10, RAD54 branch 11, esBAF inh 2, S100A4 inh HTS -14, RAD52 inh -1, E-sel inducer -0.1, EWS-Fli inh 0 and XiGFP reactiv 0.1.
CN1CCN(C(=O)/C(=C/c2ccc(F)cc2)NC(=O)c2ccccc2)CC1 was read as FN deposition inh 6, RAD54 branch 2, esBAF inh -1, S100A4 inh HTS -4, RAD52 inh -4, EWS-Fli inh -6 and XiGFP reactiv 0.5.
Screening C[C@@H]1CCCCO[C@@H](CN(C)C(=O)c2ccncc2)[C@H](C)CN([C@@H](C)CO)C(=O)c2cc(NS(=O)(=O)c3ccc(Cl)cc3)ccc2O1 returned FN deposition inh -3, RAD54 branch -14, esBAF inh -2, S100A4 inh HTS 0, RAD52 inh 10, E-sel inducer -0.3, EWS-Fli inh -2 and XiGFP reactiv 0.3.
Screening O=C(Nc1ccccc1)NN1CC(=O)N(c2ccc(Cl)cc2)CC1=O returned FN deposition inh 3, S100A4 inh HTS -4, RAD52 inh -9, E-sel inducer -0.1, EWS-Fli inh 6 and XiGFP reactiv -0.1.
`Cc1ccc(S(=O)(=O)c2nc(-c3ccccc3F)oc2N2CC(C)OC(C)C2)cc1` (stereo not given) gave FN deposition inh -2, RAD54 branch -16, esBAF inh 3, S100A4 inh HTS -10, RAD52 inh 5, E-sel inducer -0.1 and XiGFP reactiv 0.0.
For CCn1c(COc2ccc(C)cc2)nc2ccccc21 the results were FN deposition inh -1, S100A4 inh HTS 0, RAD52 inh 5, E-sel inducer 0.2, EWS-Fli inh -51 and XiGFP reactiv -0.2.
Screening COc1ccccc1N(CCC#N)C(=O)CSc1ccc2c(c1)OCCO2 returned FN deposition inh 6, RAD54 branch -2, esBAF inh 14, S100A4 inh HTS 1 and RAD52 inh -7.
C[C@H]1CN([C@@H](C)CO)C(=O)c2cc(C3=CCCC3)cnc2O[C@@H]1CN(C)C(=O)c1cccnc1 was read as RAD54 branch 0, esBAF inh 4, S100A4 inh HTS 9, RAD52 inh 16, E-sel inducer 0.3, EWS-Fli inh -5 and XiGFP reactiv 0.1.
Cc1ccc(CSCC(=O)N(C)CC(=O)Nc2ccc(C)cc2)cc1 was read as FN deposition inh -6, RAD54 branch -11, S100A4 inh HTS -1, RAD52 inh 9, E-sel inducer 0.4, EWS-Fli inh 9 and XiGFP reactiv 1.5.
`O=C1[C@H]2[C@@H](c3ccc(Cl)cc3)N3C(=O)N(c4cccc(Cl)c4)C(=O)[C@@]3(Cc3ccc(Cl)cc3)[C@H]2C(=O)N1C1CCCCC1` gave FN deposition inh -3, RAD54 branch 11, esBAF inh -5, S100A4 inh HTS 4, RAD52 inh 0, E-sel inducer 0.1, EWS-Fli inh -1 and XiGFP reactiv 0.0.
Screening CCC(=O)N1CCC(C)(C(=O)Nc2ccc(OC)c(OC)c2)C1 (stereo not given) returned FN deposition inh 1, RAD54 branch -4, esBAF inh -5, S100A4 inh HTS -5, RAD52 inh -11, E-sel inducer -0.1, EWS-Fli inh -4 and XiGFP reactiv 0.0.

Source: PubChem (Broad Institute)
